MEKK3 PB1 HTS = raises or lowers MEK5 binding to the human MEKK3 PB1 domain; binding response (% of control), % at 10 µM; Q99759; AID 1529; actives 1.4% (n = 290,000); bead-based flow cytometry, Alexa488-MEK5 binding to MEKK3; actives lie on both sides; 0 = blocked by unlabeled MEK5, 100 = vehicle;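 active = binding response more than 3 SD above or below the average of its plate-row segment, actives on both sides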;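 also: Alexa488 bead fluorescence after subtracting the streptavidin-only scavenger bead signal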
Target sequence (Q99759 whole entry, looked up, the tested form may be a part): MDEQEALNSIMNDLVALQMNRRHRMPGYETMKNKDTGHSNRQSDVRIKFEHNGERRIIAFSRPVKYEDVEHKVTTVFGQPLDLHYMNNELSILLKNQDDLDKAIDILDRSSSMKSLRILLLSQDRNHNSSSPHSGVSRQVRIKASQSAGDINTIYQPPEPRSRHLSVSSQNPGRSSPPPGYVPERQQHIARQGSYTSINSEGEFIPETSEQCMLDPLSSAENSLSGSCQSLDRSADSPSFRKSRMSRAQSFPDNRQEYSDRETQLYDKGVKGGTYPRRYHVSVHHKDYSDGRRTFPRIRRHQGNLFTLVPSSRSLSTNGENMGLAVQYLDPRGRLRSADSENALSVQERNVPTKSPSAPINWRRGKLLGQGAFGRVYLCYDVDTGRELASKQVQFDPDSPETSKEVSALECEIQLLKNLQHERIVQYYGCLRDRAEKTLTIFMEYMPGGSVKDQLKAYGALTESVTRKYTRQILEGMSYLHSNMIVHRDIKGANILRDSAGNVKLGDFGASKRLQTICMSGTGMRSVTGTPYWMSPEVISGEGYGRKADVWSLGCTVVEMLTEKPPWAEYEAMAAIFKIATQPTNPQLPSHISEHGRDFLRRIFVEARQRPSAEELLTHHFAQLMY
IDE cell activ = boosts human insulin-degrading enzyme activity in HEK cells. actives 0.073% (n = 340,000). AID 493087. activation, % at 5.96 µM. FAbeta-B cleavage, fluorescence polarization; 0% vehicle, 100% cell-free pure enzyme wells;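 active = activation above the mean of all tested compounds plus 3 SD, set per screening campaign, cut at about 17% in these data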
IDE cell inh = inhibits human insulin-degrading enzyme in HEK cells | P14735 | FAbetaB cleavage, fluorescence polarization | inhibition, % at 5.59 µM | actives 0.41% (n = 320,000) | AID 434962;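 active = percent inhibition above the average of all tested compounds plus 3 SD, set per screening campaign, cut at about 16% in these data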;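 also: IDE supplied by intact live HEK cells; FP after avidin binding of uncleaved biotin substrate so inhibition keeps polarization high; 0% = DMSO wells and 100% = 60 µM reference IDE inhibitor Ii1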
pCIP destab = compounds decreasing mouse p/CIP protein stability; Q05BA5; F442A p/CIP-EGFP cells, EGFP fluorescence, 16 h; decrease of EGFP signal, % at 10 µM; actives 0.01% (n = 290,000);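 active = EGFP signal decrease of at least 30% at 10 µM or well 3 SD below plate mean, unless failing retest; inactive = the rest, including hits failing retest or dose response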; also: some compounds called inactive have numbers as strong as hits; many of its hits are not listed in these tables
CRFR2-BP ag = agonists of human CRF-binding protein/CRF-R2 receptor complex. HEK293 CRF-R2/CRF-BP, calcium dye fluorescence (FLIPR); percent of saturating CRF peptide response. actives 0.46% (n = 350,000). activation, % at 13.2 µM;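 active = activation of at least 50%, plus an integration ratio under a set limit after plate pattern correction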;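 also: plate controls were neutral control wells without compound for no effect and CRF at EC100 for full effect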
CHRM4 PAM = CHRM4 positive allosteric modulation; P08173; CHO-K1 hM4/Gqi5, Fluo-8 calcium fluorescence, ACh EC20; 0% = ACh EC20, 100% = maximal ACh; activation, % at 3 µM; actives 0.4% (n = 360,000); AID 624126;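 active = activation above its plate's cutoff, the mean activation of sample wells plus 3 SD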; also: some results filed as inactive read as strong as hits
PHOSPHO1 inh = blocks human PHOSPHO1 phosphatase activity. Q8TCT1. recombinant PHOSPHO1, absorbance phosphatase assay. inhibition, % at 13.3 µM. actives 1.1% (n = 290,000). AID 1565; in the data active = inhibition above about 60%
Target sequence (Q8TCT1 whole entry, looked up): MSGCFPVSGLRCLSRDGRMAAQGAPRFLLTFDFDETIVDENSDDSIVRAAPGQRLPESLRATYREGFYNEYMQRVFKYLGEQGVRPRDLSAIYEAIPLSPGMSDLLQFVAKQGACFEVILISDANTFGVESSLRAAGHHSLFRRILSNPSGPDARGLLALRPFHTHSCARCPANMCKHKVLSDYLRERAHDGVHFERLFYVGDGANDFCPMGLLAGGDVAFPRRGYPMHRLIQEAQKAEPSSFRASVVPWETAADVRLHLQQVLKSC
CRFR2-BP antag = CRF-BP/CRF-R2 complex antagonism. HEK293 CRF-R2/CRF-BP, CRF-induced calcium fluorescence. inhibition, % at 11.8 µM. actives 0.59% (n = 350,000). AID 588475;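 active = inhibition of the ligand-induced calcium signal above about 50% at the single tested concentration, limit read from the data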
GalR3 antag = human GalR3 antagonism. O60755. HEK293 GalR3-CNG cAMP membrane potential fluorescence; galR3 body fused to GalR1 C-terminus. inhibition, % at 3 µM. actives 0.44% (n = 360,000). AID 651719;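 active = inhibition above the screen-wide average plus 3 SD, cut at about 13% in these data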;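 also: forskolin and galanin both at EC90 stimulate the cells; cAMP rise reported by CNG channel membrane potential dye signal; 0% = forskolin plus galanin with DMSO and 100% = forskolin alone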
* marks the source's active call; other numbers are inactive results.

For COc1ccc(C(=O)Nc2nc3ccccc3[nH]2)cc1OC the results were MEKK3 PB1 HTS 105, IDE cell activ 3, IDE cell inh 0, pCIP destab -2, CRFR2-BP ag -0.9, CHRM4 PAM 0, PHOSPHO1 inh -32, CRFR2-BP antag -12 and GalR3 antag -2.
c1ccc2cc(CN3CCOCC3)ccc2c1 was read as MEKK3 PB1 HTS 108, IDE cell activ 2, IDE cell inh 0, pCIP destab -8, CRFR2-BP ag -2.6, CHRM4 PAM -5, PHOSPHO1 inh -13, CRFR2-BP antag 17 and GalR3 antag -12.
For O=c1oc2cc(OCc3nn[nH]n3)ccc2c2c1CCCC2 the results were MEKK3 PB1 HTS 101, IDE cell activ 2, IDE cell inh 0, pCIP destab -9, CRFR2-BP ag -0.2, CHRM4 PAM 6, PHOSPHO1 inh 14, CRFR2-BP antag 9 and GalR3 antag -3.
Cc1ccc(OCc2cc(C(=O)N3CCN(C4CCCC4)CC3)no2)cc1C was read as MEKK3 PB1 HTS 112, IDE cell activ -19, IDE cell inh 9, pCIP destab -16, CRFR2-BP ag -0.5, CHRM4 PAM -4, PHOSPHO1 inh 28, CRFR2-BP antag -3 and GalR3 antag 1.
Screening CCO[C@H]1OC(C(=O)N2CCN(Cc3ccccc3)CC2)=C[C@@H](c2ccccc2)[C@@H]1CCCO returned MEKK3 PB1 HTS 93, IDE cell activ -6, IDE cell inh 8, pCIP destab -5, CRFR2-BP ag -0.5, CHRM4 PAM 1, PHOSPHO1 inh 48, CRFR2-BP antag 3 and GalR3 antag -3.
Screening COc1ccc(CN2CCOCCOCCOCCOCCOCC2)cc1 returned MEKK3 PB1 HTS 104, IDE cell activ -1, IDE cell inh -3, pCIP destab -8, CRFR2-BP ag -0.2, CHRM4 PAM -7, PHOSPHO1 inh -1, CRFR2-BP antag -1 and GalR3 antag -6.
For CC(C)CCNC(=O)CN(Cc1ccc2c(c1)OCO2)C(=O)Cn1nnc(-c2cccs2)n1 the results were MEKK3 PB1 HTS 103, IDE cell activ -1, IDE cell inh 2, pCIP destab 3, CRFR2-BP ag -1.0, CHRM4 PAM 1, PHOSPHO1 inh -33, CRFR2-BP antag 22 and GalR3 antag -7.
`Cc1ccccc1SCCNC(=O)CCc1ccccc1` gave MEKK3 PB1 HTS 102, IDE cell inh 2, pCIP destab -10 and PHOSPHO1 inh 42.
`FC(F)(F)c1ccc(N2CCOCC2)c(Nc2nc3ccccc3n3cnnc23)c1` gave MEKK3 PB1 HTS 101, IDE cell activ 2, IDE cell inh 6, pCIP destab -9, CRFR2-BP ag 1.7, CHRM4 PAM 4, PHOSPHO1 inh 33 and CRFR2-BP antag -24.
For CCCCc1cc(-c2n[nH]c(=S)o2)c2ccccc2n1 the results were MEKK3 PB1 HTS 95, IDE cell activ -1, IDE cell inh 5, pCIP destab 2, CRFR2-BP ag 0.0, CHRM4 PAM 0, PHOSPHO1 inh -140, CRFR2-BP antag 14 and GalR3 antag -10.
Screening COc1ccc(NC(=O)C(=O)NCC(=O)Nc2cc(OC)ccc2OC)cc1 returned MEKK3 PB1 HTS 105, IDE cell activ -6, IDE cell inh -2, pCIP destab -14, CRFR2-BP ag 0.7, CHRM4 PAM 1, PHOSPHO1 inh 18, CRFR2-BP antag -7 and GalR3 antag 1.
For CCOc1ccc(C(=O)CCC(=O)N2CCN(c3ccc(O)cc3)CC2)cc1 the results were IDE cell activ -1, IDE cell inh 1, CRFR2-BP ag -2.1, CHRM4 PAM -1, CRFR2-BP antag -11 and GalR3 antag 0.
Cc1cc(C)cc(NC(=O)Cc2ccc(-n3cccc3)cc2)c1 was read as MEKK3 PB1 HTS 91, IDE cell activ 1, IDE cell inh 0, pCIP destab -5, CRFR2-BP ag -3.5, CHRM4 PAM 6, PHOSPHO1 inh -12, CRFR2-BP antag 15 and GalR3 antag -6.
For COc1ccccc1NOC(=O)CCOc1ccccc1 the results were IDE cell activ -3, CRFR2-BP ag -1.9, CHRM4 PAM 0, CRFR2-BP antag -14 and GalR3 antag -3.
For c1ccc(-c2noc(-c3ccc4ccccc4c3)n2)cc1 the results were MEKK3 PB1 HTS 89, IDE cell activ 4, IDE cell inh -3, pCIP destab -1, CRFR2-BP ag 0.0, CHRM4 PAM 1, PHOSPHO1 inh 18, CRFR2-BP antag -1 and GalR3 antag -3.
COc1ccc(S(=O)(=O)N(C)c2ccc(C(=O)N3CCC(C(N)=O)CC3)cc2)cc1OC was read as MEKK3 PB1 HTS 96, IDE cell activ 2, IDE cell inh 0, pCIP destab -5, CRFR2-BP ag 7.0, CHRM4 PAM -8, PHOSPHO1 inh 27, CRFR2-BP antag -85 and GalR3 antag -3.
NC(=O)C1CCN(C(=O)c2ccc3ccccc3c2)CC1 was read as MEKK3 PB1 HTS 94, IDE cell activ -1, IDE cell inh 0, pCIP destab -11, CRFR2-BP ag -0.2, CHRM4 PAM 2, PHOSPHO1 inh 40, CRFR2-BP antag -1 and GalR3 antag -8.
COc1ccc(NC(=O)CN2C(=O)COc3ccc(S(=O)(=O)N4CCCCC4)cc32)c(OC)c1 was read as MEKK3 PB1 HTS 99, IDE cell activ 6, IDE cell inh 1, pCIP destab 6, CRFR2-BP ag -1.8, CHRM4 PAM -4, PHOSPHO1 inh -16, CRFR2-BP antag 25 and GalR3 antag 2.
Screening Cc1ccc(C)c(S(=O)(=O)Nc2cccc(-n3cnnn3)c2)c1 returned MEKK3 PB1 HTS 99, IDE cell activ 2, IDE cell inh 3, pCIP destab -16, CRFR2-BP ag 0.3, CHRM4 PAM -1, PHOSPHO1 inh 35, CRFR2-BP antag 2 and GalR3 antag -6.
For Cc1ccc(C)c(S(=O)(=O)N2CCN(C(=O)Cc3c(F)cccc3Cl)CC2)c1 the results were IDE cell activ -7, IDE cell inh -2, CRFR2-BP ag -2.0, CHRM4 PAM -3, CRFR2-BP antag 17 and GalR3 antag -1.
For Cc1cc(NC(=O)CCC(=O)N(Cc2ccco2)C(C(=O)NC2CCCCC2)c2ccccc2)no1 (stereo unspecified) the results were MEKK3 PB1 HTS 99, IDE cell activ 2, IDE cell inh 8, pCIP destab 2, CRFR2-BP ag -2.0, CHRM4 PAM -4, PHOSPHO1 inh 2, CRFR2-BP antag -2 and GalR3 antag -4.
Screening COc1cccc(OC)c1OCCCOc1cccc2cccnc12 returned MEKK3 PB1 HTS 98, IDE cell activ 2, IDE cell inh 4, pCIP destab -13, CRFR2-BP ag -0.7, CHRM4 PAM -12, PHOSPHO1 inh 29, CRFR2-BP antag -6 and GalR3 antag -10.
`C=CCn1c(O)c(N=Nc2ccccc2O)c2ccccc21` gave IDE cell activ -11, IDE cell inh 11, CRFR2-BP ag 11, CHRM4 PAM 1, CRFR2-BP antag 0 and GalR3 antag -3.
COc1cccc(-n2c(Cc3cc(=O)[nH]c(=O)[nH]3)nnc2SCc2cccnc2)c1 was read as MEKK3 PB1 HTS 113, IDE cell activ 3, IDE cell inh 4, pCIP destab -7, CRFR2-BP ag 0.1, CHRM4 PAM 1, PHOSPHO1 inh 6, CRFR2-BP antag 6 and GalR3 antag -2.
CC(=O)N1CCN(CCN=CC2=C(O)CC(c3ccc(Cl)cc3)CC2=O)CC1 (stereo unspecified) was read as IDE cell activ 3, IDE cell inh 1, pCIP destab -3, CRFR2-BP ag 2.0, CHRM4 PAM 10, PHOSPHO1 inh 13, CRFR2-BP antag 3 and GalR3 antag -5.
For O=C(c1ccc(-c2ccc(Cl)cc2)o1)N1CCN(c2ccc([N+](=O)[O-])cc2Cl)CC1 the results were IDE cell activ -1, IDE cell inh -3, pCIP destab -24, CRFR2-BP ag 4.0, CHRM4 PAM -1, PHOSPHO1 inh -14, CRFR2-BP antag -25 and GalR3 antag -4.
Screening CCCCN(C(=O)CCC(=O)Nc1cc(C)on1)C(C(=O)NC1CCCC1)c1ccc(F)cc1 (stereo unspecified) returned MEKK3 PB1 HTS 95, IDE cell activ 3, IDE cell inh 5, pCIP destab -4, CRFR2-BP ag 0.9, CHRM4 PAM -3, PHOSPHO1 inh -2, CRFR2-BP antag -4 and GalR3 antag -7.
Cc1ccc(S(=O)(=O)Nc2ccccc2C(=O)N2CCCC2)cc1 was read as MEKK3 PB1 HTS 99, IDE cell activ -2, IDE cell inh 4, pCIP destab -2, CRFR2-BP ag -1.9, CHRM4 PAM 2, PHOSPHO1 inh 9, CRFR2-BP antag -14 and GalR3 antag 1.
COc1cccc2sc(NNC(=O)c3nc4ccccc4s3)nc12 was read as MEKK3 PB1 HTS 111, IDE cell activ -7, IDE cell inh 0, pCIP destab 3, CRFR2-BP ag 5.0, CHRM4 PAM 19, PHOSPHO1 inh -6, CRFR2-BP antag 10 and GalR3 antag 1.
`COC(=O)[C@H](CCSC)NC(=O)Nc1ccc(OC)cc1OC` gave MEKK3 PB1 HTS 96, IDE cell activ 7, IDE cell inh -6, pCIP destab -3, CRFR2-BP ag -0.6, CHRM4 PAM 2, PHOSPHO1 inh -9, CRFR2-BP antag 4 and GalR3 antag -3.

A portion from further up, as a working copy:
COc1cccc2sc(NNC(=O)c3nc4ccccc4s3)nc12 was read as MEKK3 PB1 HTS 111, IDE cell activ -7, IDE cell inh 0, pCIP destab 3, CRFR2-BP ag 5.0, CHRM4 PAM 19, PHOSPHO1 inh -6, CRFR2-BP antag 10 and GalR3 antag 1.
`COC(=O)[C@H](CCSC)NC(=O)Nc1ccc(OC)cc1OC` gave MEKK3 PB1 HTS 96, IDE cell activ 7, IDE cell inh -6, pCIP destab -3, CRFR2-BP ag -0.6, CHRM4 PAM 2, PHOSPHO1 inh -9, CRFR2-BP antag 4 and GalR3 antag -3.

Continued:
For CC(Sc1nc2ccc(Br)cc2[nH]1)C(=O)O (stereo unspecified) the results were MEKK3 PB1 HTS 107, IDE cell activ -12, IDE cell inh 3, pCIP destab 5, CRFR2-BP ag -1.6, CHRM4 PAM -2, PHOSPHO1 inh 23, CRFR2-BP antag 8 and GalR3 antag -3.
COc1ccc(CC(=O)OCC(=O)c2ccc[nH]2)cc1 was read as IDE cell activ 3, IDE cell inh 0, CRFR2-BP ag -0.9, CHRM4 PAM 4, CRFR2-BP antag 11 and GalR3 antag -6.
`COc1ccc(-n2cnc3c(sc4nccc(N(C)C)c43)c2=O)cc1` gave MEKK3 PB1 HTS 97, IDE cell activ 2, IDE cell inh -3, pCIP destab -6, CRFR2-BP ag -2.2, CHRM4 PAM -1, PHOSPHO1 inh -17, CRFR2-BP antag 7 and GalR3 antag 2.
For COc1ccc(C(=O)N(C)[C@H]2C[C@H]3c4[nH]c5ccccc5c4CCN3C(=O)[C@H]2CO)cc1 the results were CRFR2-BP ag 7.2, CHRM4 PAM 0, CRFR2-BP antag -18 and GalR3 antag -3.
`COc1ccc(C2CC(=O)C=C(O)C2)cc1` (stereo unspecified) gave MEKK3 PB1 HTS 100, IDE cell activ 4, IDE cell inh -2, pCIP destab -7, CRFR2-BP ag -0.9, CHRM4 PAM 5, PHOSPHO1 inh -13, CRFR2-BP antag 0 and GalR3 antag -1.
For CN(C)CCNC(=O)c1cccc(S(=O)(=O)Nc2ccccc2F)c1 the results were MEKK3 PB1 HTS 101, IDE cell activ 0, IDE cell inh 2, pCIP destab -7, CRFR2-BP ag -1.4, CHRM4 PAM -10, PHOSPHO1 inh -190, CRFR2-BP antag -2 and GalR3 antag 1.
`O=[N+]([O-])c1cccc2ccc(/C=C/c3ccc(C(F)(F)F)cc3)nc12` gave MEKK3 PB1 HTS 102, IDE cell activ 2, IDE cell inh 5, pCIP destab 0, CRFR2-BP ag -1.2, CHRM4 PAM 7, PHOSPHO1 inh -9, CRFR2-BP antag -12 and GalR3 antag -7.
For Nc1cccc(-c2cc3ccccc3oc2=O)c1 the results were MEKK3 PB1 HTS 105, IDE cell activ 4, IDE cell inh 1, pCIP destab 4, CRFR2-BP ag 0.5, CHRM4 PAM -3, PHOSPHO1 inh 19, CRFR2-BP antag -52 and GalR3 antag -5.

Bioassay records (PubChem BioAssay)
